Source: PubChem BioAssay
Kir21 block – inhibitors of mouse Kir2.1 inward-rectifier potassium channel; Inward rectifier potassium channel 2 (Mus musculus), P35561; HEK293-Kir2.1, FluxOR thallium flux fluorescence; active compounds read low; B-score at 10 µM; 310,000 tested, 0.85% active; AID 1672, 2009;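 active = fluorescence ratio B-score at or below minus 3 SD of library scores, with starting-brightness B-score within 2 SD, cut at about -4.2 in these data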;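 note: channel flux triggered by added potassium and thallium sulfate stimulus; B-score of peak minus minimum fluorescence over baseline after thallium stimulus; more negative B-score means stronger Kir2.1 block with less thallium influx; some compounds called inactive have numbers as strong as hits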
Target sequence (P35561 whole entry, looked up): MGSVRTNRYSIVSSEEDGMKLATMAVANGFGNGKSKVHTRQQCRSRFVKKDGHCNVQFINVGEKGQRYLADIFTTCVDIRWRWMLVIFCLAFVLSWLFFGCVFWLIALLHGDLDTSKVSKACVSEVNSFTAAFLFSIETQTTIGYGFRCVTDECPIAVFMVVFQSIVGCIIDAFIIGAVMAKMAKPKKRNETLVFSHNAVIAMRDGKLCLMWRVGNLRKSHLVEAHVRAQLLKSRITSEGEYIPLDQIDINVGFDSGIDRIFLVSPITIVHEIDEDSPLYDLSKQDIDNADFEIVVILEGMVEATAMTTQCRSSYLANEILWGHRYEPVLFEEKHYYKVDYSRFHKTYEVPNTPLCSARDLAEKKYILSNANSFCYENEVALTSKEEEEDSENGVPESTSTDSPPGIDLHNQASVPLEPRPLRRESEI
CHT inh – inhibitors of human choline transporter CHT; High affinity choline transporter 1 (Homo sapiens), Q9GZV3; CHT-expressing cells, membrane potential dye, choline response; active compounds read low; B-score at 10 µM; 310,000 tested, 0.86% active; AID 488975, 2010;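 active = B-score over 3 SD under the library average, and starting fluorescence ratio not unusually high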;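 note: choline stimulus applied at its EC90 after an EC20 pre-addition; B-score computed on integrated fluorescence ratio after choline addition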
Target sequence (Q9GZV3 whole entry, looked up): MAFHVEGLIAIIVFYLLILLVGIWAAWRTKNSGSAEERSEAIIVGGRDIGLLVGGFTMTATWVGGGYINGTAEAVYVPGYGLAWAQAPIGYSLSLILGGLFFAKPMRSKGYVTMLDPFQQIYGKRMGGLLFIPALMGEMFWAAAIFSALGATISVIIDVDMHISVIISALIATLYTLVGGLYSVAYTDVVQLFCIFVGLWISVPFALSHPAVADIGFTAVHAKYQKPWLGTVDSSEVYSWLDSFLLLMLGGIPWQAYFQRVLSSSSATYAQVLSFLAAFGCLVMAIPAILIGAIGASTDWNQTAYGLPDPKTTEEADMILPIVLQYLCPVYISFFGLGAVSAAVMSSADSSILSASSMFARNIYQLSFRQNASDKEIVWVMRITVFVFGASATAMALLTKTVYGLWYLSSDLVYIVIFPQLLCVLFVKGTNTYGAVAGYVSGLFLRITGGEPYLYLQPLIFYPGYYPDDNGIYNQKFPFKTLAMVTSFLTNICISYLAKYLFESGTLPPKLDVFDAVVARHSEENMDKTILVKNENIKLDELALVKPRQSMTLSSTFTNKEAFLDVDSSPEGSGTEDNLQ
KCNQ2 block – KCNQ2 potassium channel inhibitors, primary screen, cell-based, CHO-K1, FluxOR thallium flux, B-score (AID 2156). 20 min; active compounds read low. 310,000 tested, 1.1% active. B-score at 10 µM;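 active = fluorescence ratio B-score at most minus 3 library SDs, with starting brightness B-score within 2 library SDs, cut at about -5.5 in these data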
Numbers without * were called inactive; i = inactive; . = not tested or not shown.

SMILES	Kir21 block	CHT inh	KCNQ2 block
O=C(/C=C/c1ccco1)Nc1cccc(-c2nc3ccccc3[nH]2)c1	0.15	i	i
Cc1ccc(Cl)cc1N1CCN(C(=O)C2CCN(S(C)(=O)=O)CC2)CC1	0.66	i	i
O=S(=O)(c1ccc(Cl)nc1)N(Cc1ccccc1)Cc1ccccc1	0.61	i	i
COc1cccc(CNC(=O)[C@H](C)NC(=O)C2CCN(S(=O)(=O)c3ccccc3)CC2)c1	1.8	i	i
CCOC(=O)C1CCN(C(=O)c2ccc3c(c2)S(=O)(=O)c2ccccc2C3=O)CC1	0.32	i	i
O=C(COc1nsnc1N1CCOCC1)Nc1ccc(Cl)cc1	2	i	i
Cc1ccc2cc(CCNC(=O)C(C)C)c(=O)[nH]c2c1	0.95	i	i
Cc1nc2ncnn2c(C)c1CCC(=O)Nc1ccc(S(=O)(=O)N2CCCCCC2)cc1	1	i	i
O=C(O)CSCC(=O)N1CCCN(c2nc3ccc(Cl)cc3s2)CC1	0.43	i	i
CCn1c(C)nc2c(C)[n+](CC(=O)c3ccc(Br)cc3)ccc21	1.2	i	i
CC(C)On1c(SCC(=O)N(C)C)nc2ccccc2c1=O	0.37	i	i
CCOC(=O)c1c(CN(CC)CC)n(-c2ccccc2)c2ccc(O)cc12	-0.97	i	i
CC(C)C(=O)Nc1oc(-c2ccccc2)cc1C#N	1.9	i	i
Cc1cc(-c2nnc(CSc3nnc(NC(=O)c4ccc(C(C)(C)C)cc4)s3)o2)ccc1[N+](=O)[O-]	-0.8	i	i
NC(=O)c1ccccc1NC(=O)CSc1nc2ccccc2c(=O)[nH]1	-0.01	i	i
CCCc1cc(=O)oc2cc(C)cc(OC(C)C(=O)NCCCN3CCOCC3)c12 (stereo not given)	0.3	i	i
CC(C)CNC(=S)NNC(=O)c1ccco1	-1.3	i	i
Cc1ccccc1NS(=O)(=O)c1nnc(NC(=O)c2ccc(Br)cc2)s1	0.07	i	i
CCOc1ccc(NC(=O)c2ccc(CN3CCc4ccccc4C3)cc2)cc1	1.1	i	i
O=C(NNC(=O)c1ccc2ccccc2c1)Nc1ccc(F)cc1	-1.7	i	i
CCOC(=O)C(CN1CCCC1)c1ccccc1 (stereo not given)	0.01	i	i
Cc1cc(NC(=O)CCN2C(=O)c3ccccc3C2=O)no1	-0.37	i	i
NC(=O)C1(N2CCCCC2)CCN(C(=S)Nc2ccc(F)cc2)CC1	1.2	i	i
CCOC(=O)c1c(NC(=O)c2ccoc2C)sc2c1CCC2	3.1	i	i
COc1ccc2nc(-c3ccccc3)cc(OC)c2c1	-0.65	i	i
Remaining list, next part.
SMILES	Kir21 block	CHT inh	KCNQ2 block
Cc1ccccc1OCCC(=O)Nc1cc(S(=O)(=O)N2CCOCC2)ccc1OC(C)C	-2.2	i	i
CC1C(=O)N2CCCc3cc(NS(=O)(=O)c4ccc(F)cc4)cc1c32 (stereo not given)	-2	i	i
COc1ccc(CCNS(=O)(=O)c2ccc3c(c2)oc(=O)n3C)cc1OC	0.89	i	i
CCC(C)(C)n1nnnc1CN1CCC(O)(c2cccc(C(F)(F)F)c2)CC1	0.56	i	i
CCCc1nc2c(C)ccc(C)c2c(N)c1CC	0.53	i	i
CCc1c(C)sc(NC(=O)CN2CCN(C(=O)c3ccco3)CC2)c1C(=O)OC	0.28	i	i
CCOc1ccccc1NC(=S)N1CCN(c2ccc(OC)cc2)CC1	-0.55	i	i
COc1ccc(-n2nnnc2SCC(=O)NC2CCCC2)cc1OC	-0.11	i	i
COc1ccc(CC(=O)Nc2ccccc2Oc2ccccc2)cc1	-3.7	-6.2*	i
Cc1ccccc1C(=O)c1cccn1CC(=O)NCc1ccc(F)cc1	0.31	i	i
Cc1ccnc2c1NC(=O)c1cccnc1N2C1CC1	1.7	i	i
C=C(C)c1cccc(C(C)(C)NC(=O)Nc2ccc(C(N)=O)cc2)c1	-1	i	i
COc1cc(NC(=O)c2c(F)cccc2F)c(Cl)cc1Cl	0	i	i
CCOC(=O)c1ccc(Nc2cc(C)nc(-c3ccccc3)n2)cc1	0	i	i
CC(C)CCNCC1OCc2ccccc2CO1	-0.16	i	i
CCN(CC)CCOC(=O)c1c(C)n(C)c2ccc(OC)cc12	-1.7	i	i
N#CCC(=O)N1CCN(Cc2ccc3c(c2)OCO3)CC1	0.41	i	i
CCOc1ccccc1-c1cc(C(=O)N2CCOCC2)c2ccccc2n1	0.08	i	i
COc1ccc(C)cc1NS(=O)(=O)c1ccc(NS(=O)(=O)c2ccc(NC(C)=O)cc2)cc1	-0.31	i	i
Cc1ccc(S(=O)(=O)N(C)c2ccc(OCC(=O)N3CCCC(C(F)(F)F)C3)cc2)cc1 (stereo not given)	-0.47	i	i
Cc1cc(C)c(OCC(O)CNC(C)(C)C)c(C)c1 (stereo not given)	-1.4	i	i
CCOC(=O)c1ccc(S(=O)(=O)n2c(CN3CCCCC3)nc3ccccc32)cc1	-0.04	i	i
COc1ccc(C2C3C=CCC(c4cccc(-c5ccc(C)cc5)c4)C3C(=O)N2Cc2ccccc2)cc1Cl (stereo not given)	-0.49	i	i
Cn1c(=O)[nH]c(=O)c2c1nc(SCCCO)n2CCCc1ccccc1	-0.93	i	i
CCn1c2ccccc2c2cc(NC(=O)c3ccc(Br)o3)ccc21	-1.3	i	i

One compound at a time, as listed above.
`Cc1ccccc1OCCC(=O)Nc1cc(S(=O)(=O)N2CCOCC2)ccc1OC(C)C` is listed as Kir21 block: -2.2; CHT inh: i; KCNQ2 block: i
`Cc1ccc(S(=O)(=O)N(C)c2ccc(OCC(=O)N3CCCC(C(F)(F)F)C3)cc2)cc1` (stereo not given) is listed as Kir21 block: -0.47; CHT inh: i; KCNQ2 block: i

Additional compounds.
SMILES	Kir21 block	CHT inh	KCNQ2 block
Cn1c(=O)c2c(nc(Br)n2Cc2ccc3ccccc3c2)n(C)c1=O	-0.74	i	i
CCN(CC)C(=O)C1=C(C)NC(=S)NC1c1cn(-c2ccccc2)nc1-c1ccc(Cl)cc1 (stereo not given)	0.39	i	i
NC(=O)[C@@H]1CCCCNc2c(F)cc([N+](=O)[O-])cc2C(=O)N[C@@H](CC(=O)O)C(=O)NCC(=O)N1	-0.02	i	i
CC1(C)CC(=O)C(C=NCCN2CCN(C(=S)Nc3ccccc3)CC2)=C(O)C1	0.03	i	i
CCN(CC)C(=O)Cn1cnc2sc(C(=O)NCCCN3CCOCC3)c(C)c2c1=O	-0.01	i	i
CCc1ccc(N(C(=O)c2csnn2)C(C(=O)NC2CCCCC2)c2ccncc2)cc1 (stereo not given)	0.32	i	i
COc1ccccc1-c1ccc(=O)n(CC(=O)NCc2ccco2)n1	0.14	i	i
O=S(=O)(c1ccc(S(=O)(=O)N2CCN(Cc3ccccc3)CC2)cc1)N1CCOCC1	1.2	.	i
Cc1cc(C)c(C#N)c(N2CCOCC2)n1	0.03	i	i
CCOC(=O)c1ccc(S(=O)(=O)N2CCC(C(=O)OCC)CC2)cc1	-0.06	i	i
O=S(=O)(c1cccs1)N1CCCc2cccc(O)c21	-2.3	i	i
CCn1nc(C)c(C(=O)Nc2cc(Oc3cc(C)cc(C)c3)cc([N+](=O)[O-])c2)c1C	-2.2	i	-5.6*
C=CCn1c(SCC(=O)Nc2cc3oc4ccccc4c3cc2OC)nnc1-c1cnccn1	1.1	i	i
Cc1nc2cc(Cl)ccc2c(=O)n1Cc1ccncc1	-0.22	i	i
CCOC(=O)c1cc(NCc2cccs2)ccc1N1CCOCC1	1.1	i	i
COc1ccc(N2C(=O)C3CC=C(Cl)CC3C2=O)cc1 (stereo not given)	-0.74	i	i
COc1ccc(Cl)cc1NC(=O)CN1CCN(S(=O)(=O)N2CCC(C)CC2)CC1	0.99	i	i
CC1=NN(C(=O)c2ccc(Cn3nc(C)cc3C)o2)C(O)(C(F)(F)F)C1 (stereo not given)	1.8	i	i
CC(=O)N/N=C(\C)CC(=O)Nc1cccc2c1CCCC2	0.28	i	i
CCNc1nc(NCC)nc(SCCOC(=O)COc2ccc(Cl)cc2Cl)n1	1.4	i	i
CCOC(=O)N1CCN(C(c2ccc(Cl)cc2)c2sc3nc(C)nn3c2O)CC1 (stereo not given)	-0.95	i	i
COc1cccc(Nc2nc(-c3cccs3)nc3ccccc23)c1	0.73	i	i
CC1c2ccccc2N(NC(=O)Cc2ccccc2)C1C (stereo not given)	-1.2	i	i
COc1ccc(NC(=O)N(C2CCCCC2)C(C)c2ccco2)c(OC)c1 (stereo not given)	-2.5	i	-8.2*
COc1cccc(OC)c1C(=O)NCCOc1cc(C)cc(C)c1	0.32	i	i
Following part
SMILES	Kir21 block	CHT inh	KCNQ2 block
CN1CCN(NC(=O)CN2C(=O)/C(=C/c3c(Cl)cccc3Cl)SC2=S)CC1	1.9	i	i
N/C(=N\OC(=O)c1cc(Cl)ccc1Cl)c1ccncc1	1.6	i	i
Cc1c(C(=O)O)c2cc(O)ccc2n1-c1ccccc1	-3.6	i	i
COCCCn1c(=N)c(C(=O)NCc2ccc3c(c2)OCO3)cc2c(=O)n3ccccc3nc21	1.7	i	i
Cc1cccc(NC(=O)Cc2c(F)cccc2Cl)n1	1.9	i	i
CN1CCN(C(=S)c2ccc(-c3cccc(Cl)c3Cl)o2)CC1	-0.99	i	i
Cc1ccc(S(=O)(=O)N2CCC(=O)N(CCOCc3cccc(Cl)c3)CC2)cc1	-5.5*	i	i
COc1c2c(cc3c1C(CC(O)Cc1ccccc1)N(C)CC3)OCO2 (stereo not given)	-0.55	i	i
CCN(CC)c1nc2c(s1)C(=O)CC(C)(C)C2	-1.8	i	i
Cc1ccc(-n2ncc3c(Nc4c(C)n(C)n(-c5ccccc5)c4=O)ncnc32)c(C)c1	0.63	i	i
CCOC(=O)N1CCN(Cc2nc(N)nc(Nc3ccc(OCC)cc3)n2)CC1	0.2	i	i
O=C(COc1ccc2oc3c(c2c1)CCCC3)Nc1ccccn1	-0.57	i	i
O=C1OC(c2ccc(F)cc2)=N/C1=C\c1ccc(Br)o1	0.2	i	i
Fc1ccc(NCc2cn3ccccc3n2)cc1	0.05	i	i
O=C(NCc1ccccn1)C1CCC(=O)N1C1CCCC1 (stereo not given)	0.14	i	i
COC(=O)C(Cc1ccc(O)cc1)NC(=O)NC12CC3CC(CC(C3)C1)C2 (stereo not given)	-0.04	i	i
COCC(=O)Nc1nnc(-c2cccs2)s1	0.49	i	i
Cc1cc(C)c(S(=O)(=O)N2CCOC2CNC(=O)C(=O)NCCN(C)C)c(C)c1 (stereo not given)	0.56	i	i
c1ccc(-n2nnnc2Cc2nnnn2-c2ccccc2)cc1	-0.38	i	i
O=C(O)c1ccc(S(=O)(=O)N2CCSCC2)cc1	-0.92	i	i
COc1ccc(NC(=O)CSc2nnc(C3CC3)n2-c2ccccc2)cc1	-0.14	i	i
CCc1cccc(N(C(=O)c2csnn2)C(C(=O)NC2CCCCC2)c2ccncc2)c1 (stereo not given)	0.6	i	i
N#Cc1ccccc1Cn1c(=O)n(Cc2ccc(C(=O)NCc3ccco3)cc2)c(=O)c2ccccc21	0.32	i	i
COc1ccc(NC(=O)c2ccccc2-c2ccccc2C(=O)O)cc1	0.03	i	i
Clc1ccccc1CN1CCN(/N=C/C=C/c2ccco2)CC1	-0.84	i	i

4 of the entries above in order of their number in Kir21 block, smallest number first.
structure	Kir21 block	CHT inh	KCNQ2 block
O=C(O)c1ccc(S(=O)(=O)N2CCSCC2)cc1	-0.92	i	i
COc1ccc(NC(=O)c2ccccc2-c2ccccc2C(=O)O)cc1	0.03	i	i
CCOC(=O)N1CCN(Cc2nc(N)nc(Nc3ccc(OCC)cc3)n2)CC1	0.2	i	i
N#Cc1ccccc1Cn1c(=O)n(Cc2ccc(C(=O)NCc3ccco3)cc2)c(=O)c2ccccc21	0.32	i	i

Further records follow:
SMILES	Kir21 block	CHT inh	KCNQ2 block
Cc1cc(OCC(=O)Nc2ccc(CCO)cc2)c2c(C)c(C)c(=O)oc2c1	0.07	i	i
CC(OC(=O)C1CC(=O)N(Cc2ccccc2)C1)C(=O)Nc1ccccc1[N+](=O)[O-] (stereo not given)	-1.4	i	i
CC1=CN2C(=N)/C(=C/c3ccco3)C(=O)N=C2S1	0.28	i	i
Cn1c(N)c(C(=O)COC(=O)CCc2nc3ccccc3s2)c(=O)n(C)c1=O	-1.1	i	i
CC(Oc1ccccc1)C(=O)Nc1ccc(S(=O)(=O)N2CCOCC2)cc1 (stereo not given)	-1.2	i	i
Cc1nn(-c2ccc(C(=O)O)cc2)c(C)c1Oc1ccccc1O	2.9	i	i
Cc1ccc(C)c(N2N=C(C(=O)NCCN3C(=O)S/C(=C\c4cccnc4)C3=O)CCC2=O)c1	-0.52	i	i
OCC1(CCc2ccccc2)CCCN(C/C=C/c2ccccc2)C1 (stereo not given)	-2.1	i	i
S=C(NC1CCCCC1)N1CCOCCOCCN(C(=S)NC2CCCCC2)CCOCCOCC1	2.2	i	i
Cc1ccc(S(=O)(=O)CCC(=O)O)cc1C	-0.13	i	i
Cc1ccccc1OCc1nc2ccccc2c(=O)n1/N=C/c1cn[nH]c1-c1ccc(Br)cc1	-0.04	i	i
O=C(CSc1nc(-c2ccco2)cc(C(F)(F)F)n1)NCCCN1CCOCC1	-0.23	i	i
COc1ccc(C(=O)N2CCSC2=S)cc1OC	0.41	i	i
Cc1ccccc1CSCCNC(=O)c1ccc(Cl)c(S(=O)(=O)N2CCOCC2)c1	-0.03	i	i
